Screening data (PubChem)
ATG4B inh: inhibitors of human ATG4B cysteine protease; Q9Y4P1; inhibition, % at 8.33 µM; ATG4B cleavage of LC3-PLA2, NBD-HPC fluorescence, 1 h; 340,000 tested, 0.51% active; in the data active means inhibition above about 40%
Target sequence (Q9Y4P1 whole entry, looked up): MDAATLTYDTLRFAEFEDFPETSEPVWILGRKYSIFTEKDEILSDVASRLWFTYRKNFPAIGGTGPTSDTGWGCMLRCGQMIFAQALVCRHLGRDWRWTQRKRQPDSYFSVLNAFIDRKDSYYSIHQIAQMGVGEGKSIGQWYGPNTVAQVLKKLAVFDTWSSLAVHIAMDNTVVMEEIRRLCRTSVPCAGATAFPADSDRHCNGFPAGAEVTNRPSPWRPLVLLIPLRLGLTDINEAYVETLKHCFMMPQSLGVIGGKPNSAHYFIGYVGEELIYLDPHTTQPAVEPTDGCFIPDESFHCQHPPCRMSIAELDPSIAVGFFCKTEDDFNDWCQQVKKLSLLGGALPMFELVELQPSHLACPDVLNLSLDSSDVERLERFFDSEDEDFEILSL
SENP8 block: blocks human SENP8 cleavage of Nedd8 substrate; 360,000 tested, 0.64% active; recombinant SENP8, Nedd8 substrate fluorescence; Q96LD8; inhibition, % at 20 µM; in the data active means inhibition mostly above about 40%, no sharp cut-off; inactive means mostly below about 27%
Target sequence (Q96LD8 whole entry, looked up): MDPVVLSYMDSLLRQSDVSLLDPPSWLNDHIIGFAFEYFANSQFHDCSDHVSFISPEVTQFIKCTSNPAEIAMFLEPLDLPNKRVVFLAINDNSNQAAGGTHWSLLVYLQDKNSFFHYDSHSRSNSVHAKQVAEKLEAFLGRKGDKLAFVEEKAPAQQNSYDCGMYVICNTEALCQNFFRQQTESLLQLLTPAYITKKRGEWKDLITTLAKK
hIAP activ: increases human intestinal alkaline phosphatase activity; P09923; purified human IAP, CDP-Star luminescence, 30 min; active compounds read high; 1 = vehicle-only enzyme, 0 = enzyme-free background; activation factor at 10 µM; 330,000 tested, 0.16% active; AID 2524;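 active means activation factor of the enzyme at least 2-fold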; further: the source names both 10 and 20 µM as test concentration; values of inactives mirror those of a sister screen read the other way
MPTP block: inhibitors of mitochondrial permeability transition pore. 360,000 tested, 1.4% active. inhibition, % at 10 µM. AID 602449. isolated mouse mitochondria, Ca2+ swelling absorbance, 30 min;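 active means inhibition of 50% or more, scaled per plate between neutral and stimulator controls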;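 further: 0% = DMSO wells given calcium and 100% = 1 mM EGTA wells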
PfGluPho inh: PfG6PD (Plasmodium falciparum) enzyme inhibition | 350,000 tested, 0.78% active | PfGluPho enzyme, NADPH resazurin-diaphorase fluorescence | inhibition, % at 20 µM;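 active means inhibition reaching at least a set limit at 20 µM in the primary screen, cut at about 59% in these data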;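 further: 0% = DMSO wells with substrate and 100% = DMSO wells lacking glucose-6-phosphate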
NR3A LBD binder: modulators (binders) of human NR3A ligand-binding domain. AID 1259313. 340,000 tested, 2.5% active. Tm shift relative to glycine control, % at 25 µM. NR3A LBD differential scanning fluorimetry, Tm shift; 0% = protein alone, 100% = glycine-bound protein;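 active means melting temperature shift of at least 10% of the positive control shift, at one fixed dose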
SENP6 inh: SENP6 protease inhibition. Recombinant SENP6 catalytic domain, aminoluciferin luminescence. inhibition, % at 10 µM. 330,000 tested, 1.8% active. AID 2599;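 active means inhibition above about 50% at the single tested dose, limit read from the data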;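 further: plate controls were DMSO wells with enzyme for no effect and DMSO wells lacking enzyme for full effect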
SENP1 FRET inh: SENP1 (human) catalytic domain inhibition. 360,000 tested, 0.21% active. recombinant SENP1 catalytic domain, CyPet-SUMO1-YPet FRET cleavage. inhibition, % at 10 µM. AID 624204. Q9P0U3;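 active means inhibition at least 30% at 10 µM, raw YFP signal under a set limit, fluorescence ratio 0.5 to 1.5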;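 further: 0% = enzyme with DMSO and 100% = no enzyme wells; some results filed as inactive read as strong as hits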
Target sequence (Q9P0U3 419-644 limits assumed): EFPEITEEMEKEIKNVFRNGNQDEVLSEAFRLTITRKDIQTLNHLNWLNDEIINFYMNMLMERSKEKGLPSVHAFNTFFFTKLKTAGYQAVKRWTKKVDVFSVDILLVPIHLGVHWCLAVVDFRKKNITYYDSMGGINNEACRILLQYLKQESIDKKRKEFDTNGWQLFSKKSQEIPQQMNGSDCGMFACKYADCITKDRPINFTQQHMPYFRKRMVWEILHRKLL
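Controls: no-enzyme wells low, DMSO-plus-enzyme wells high control. Test system: human recombinant His6-tagged SENP1 catalytic domain enzyme. Reagent: SFCypet-SUMO1-SFYpet FRET protein substrate, 25 nM final. Doses: one dose per compound, 10 µM, 0.5% DMSO. Detection: FRET, CFP and YFP emission. Timing: 50 min reaction at room temperature.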
* marks the source's active call; other numbers are inactive results; nt = no result given.

no. | Structure | ATG4B inh | SENP8 block | hIAP activ | MPTP block | PfGluPho inh | NR3A LBD binder | SENP6 inh | SENP1 FRET inh
1 | N=C(N)CCCOc1ccccc1-c1ccccc1 | 5 | 10 | 0.95 | 0.2 | -8 | -16 | 1 | 2
2 | Cc1nnc(SCC(=O)c2cc(C)n(-c3c(C)n(C)n(-c4ccccc4)c3=O)c2C)s1 | -1 | 9 | 0.94 | -0.8 | -10 | -2 | -14 | 1
3 | CC(=O)Nc1nc(N2C(=O)c3ccccc3C2=O)n(-c2ccccc2)n1 | -1 | 19 | 1.1 | -1.3 | -12 | 0 | -5 | 2
4 | c1ccc(OCCSc2nnnn2C2CCCCC2)cc1 | -2 | 20 | 1.2 | 0.9 | -6 | -1 | 43 | 2
5 | CC(=O)O[C@]1(C(C)=O)CC[C@H]2[C@@H]3C=C(Cl)C4=CC(=O)CC[C@]4(C)[C@H]3CC[C@@]21C | -8 | 11 | 1 | -1.5 | -2 | -2 | -10 | -41
6 | O=C(COC(=O)c1cc(S(=O)(=O)N2CCOCC2)ccc1Cl)Nc1ccc(Cl)cn1 | nt | 0 | nt | -0.6 | 18 | nt | nt | 0
7 | Cc1ccc(OCC(=O)Nc2ccccc2C(=O)N2CCCCC2)cc1 | 6 | 5 | 1.2 | -1.5 | -14 | 5 | -14 | 1
8 | COc1ccccc1C(=O)NC(C)c1ccccc1 (stereo not given) | 3 | 26 | 1.1 | -4.7 | -1 | 0 | -6 | 0
9 | CCOC(=O)N(C)C[C@@H]1OCc2cn(nn2)CCCC(=O)N([C@@H](C)CO)C[C@H]1C | nt | 3 | nt | -0.6 | 5 | nt | nt | 0
10 | CCC(c1nnnn1C1CCCC1)N1CCN(c2ccccc2)CC1 (stereo not given) | 0 | 10 | 0.94 | -3.8 | 2 | 1 | -1 | -1
11 | COC(=O)c1ccc2c(c1)nc(C)n2CCO | 6 | 10 | 1.1 | 0.1 | -7 | -2 | -7 | -14
12 | Cc1nn(CC(C)C)c(Cl)c1C(=O)N(c1ccc(Cl)cc1F)S(C)(=O)=O | -7 | 12 | 0.88 | 1.1 | 9 | 3 | -10 | -1
13 | Cc1c(C(=O)Nc2ccc(N3CCOCC3)cc2)oc2ccccc12 | -9 | 13 | 0.83 | 2.8 | 11 | -15 | 70* | 0
14 | CCOc1ccc(NS(=O)(=O)c2ccc(N)cc2)cc1 | -1 | 14 | 1.1 | -0.8 | -13 | 1 | -10 | 3
15 | Nc1cnccc1C(=O)O | -5 | -391 | 0.97 | 0.0 | 11 | -2 | 15 | -6
16 | COc1ccc(CN2CCN(C3CCC3)CC2CCO)c(F)c1 (stereo not given) | 3 | 12 | 1.2 | 0.1 | -3 | 1 | -3 | 0
17 | C=CCNC(=S)N/N=C(\C)c1cc(OC)c(OC)c(OC)c1 | -11 | 3 | 1.1 | 0.5 | 6 | -1 | -2 | 0
18 | CC(C)(C)N(Cc1ccccc1)C(=O)COC(=O)CN1C(=O)C2CC=CCC2C1=O (stereo not given) | 1 | 10 | 1 | -0.8 | 7 | -3 | 2 | 1
19 | CCCCC1(C(=O)OCC)NC(c2ccc(O)cc2)C2C(=O)N(c3ccccc3)C(=O)C21 (stereo not given) | -6 | 7 | 1.1 | 0.5 | 0 | -1 | -10 | -1
20 | Cc1cc(C)c2c(=O)[nH]c(SCC(=O)N(C)C)nc2n1 | 10 | -33 | 0.95 | 0.0 | 7 | -1 | 6 | 0
21 | CCc1nc2ccccc2c(C(=O)OCC(=O)NCc2ccc3c(c2)OCO3)c1C | -16 | 14 | 0.91 | 0.7 | -17 | -3 | 15 | 1
22 | CCOC(=O)c1nn(-c2ccc(F)cc2)cc1O | -9 | -35 | 0.94 | -2.4 | 9 | 1 | -14 | 0
23 | CCN(C(=O)c1cc(Cl)ccc1OC)C1CCCCC1 | 1 | 17 | 0.93 | 0.0 | 8 | -3 | -18 | 2
24 | COCCCNc1nc2c(c(=O)[nH]c(=O)n2C)n1CCCc1ccccc1 | -12 | 14 | 0.94 | -0.2 | 15 | 2 | -16 | 2
25 | CC1=C(C(N)=O)C(c2ccco2)C(C(N)=O)=C(C)N1 | -1 | 0 | 1.1 | -4.8 | 3 | 2 | -3 | -2
26 | Cc1ccc2nc3sc(C(=O)Nc4c(C)[nH]c(=O)[nH]c4=O)c(N)c3cc2c1 | -8 | -79 | 1.1 | 0.8 | 25 | -7 | -28 | -5
27 | C/C(CC(=O)Nc1cc(Cl)ccc1C)=N\NC(=O)C(=O)N1CCCC1 | 4 | 21 | 1.3 | -0.2 | 16 | 2 | 14 | 1
28 | O=C(NC(=S)Nc1ccccc1N1CCCC1)c1ccccc1[N+](=O)[O-] | 6 | 32 | nt | -0.5 | 13 | 0 | nt | 3
29 | N/C(=N\OC(=O)CN1C(=O)c2ccccc2C1=O)c1ccc(Cl)cc1 | 0 | 12 | 1 | -0.3 | -18 | -1 | -14 | 0
30 | CC(OC(=O)c1ccc2c(=O)n3c(nc2c1)CCC3)C(=O)Nc1ccc(C(N)=O)cc1 (stereo not given) | -11 | -309 | 0.95 | 0.0 | 6 | 7 | 1 | -47
31 | COc1ccc(C(C)=O)cc1COC(=O)c1cc(=O)c2ccccc2o1 | 2 | -5 | 1 | -3.0 | -3 | 0 | -13 | 0
32 | Cc1cc2ncc(-c3ncc(C(F)(F)F)cc3Cl)cn2n1 | -12 | -15 | 0.88 | 1.1 | 5 | -1 | -19 | -14
33 | O=C(Nc1cccc(-c2nc3ccccc3s2)c1)c1cc(-n2cnnc2)ccc1Cl | -20 | -14 | 0.91 | 1.7 | 44 | -6 | 44 | -4
34 | COc1cc(OC)cc(C(=O)NC(C(=O)NNC(=O)c2cc(Cl)ccc2OC)C(C)C)c1 (stereo not given) | -7 | -33 | 1.4 | -0.1 | 0 | 0 | -20 | 1
35 | CNC(=O)C(=O)Nc1ccc2c(c1)N(S(=O)(=O)c1cccs1)CCC2 | -11 | 6 | 1 | -1.8 | 44 | 2 | -3 | 1
36 | Cc1cccc(CCNS(=O)(=O)c2ccc3c(c2)NC(=O)CO3)c1 | -11 | 14 | 0.83 | -0.8 | 11 | 3 | 1 | 4
37 | CC(C)C(C(=O)Nc1nccs1)N1C(=O)c2ccccc2C1=O (stereo not given) | 0 | 13 | 1 | -1.6 | -20 | 0 | -16 | 3
38 | Cc1ccc2c(C)c(C(=O)N3CCN(Cc4ccccn4)CC3)oc2c1C | -10 | 3 | 1 | -0.2 | 0 | -1 | -7 | -1
39 | CCCc1ccc(OC(=O)c2cccs2)cc1 | 43* | 16 | 0.97 | -0.4 | 7 | 1 | 32 | 3
40 | COc1ccc(NC(=O)CSc2nnnn2C2CCCCC2)cc1 | -4 | 4 | 1.2 | 0.0 | 1 | 5 | -11 | 1
41 | CCOC(=O)C1=C(C)NC2=C(C(=O)C(C(=O)OCC)C(c3ccco3)C2)C1c1ccccn1 (stereo not given) | -2 | -276 | 0.96 | -0.1 | -3 | -2 | 2 | -50
42 | COc1ccccc1N1CCN(C(=O)c2c(C)cc(=O)oc2C)CC1 | -11 | 7 | 1 | 2.9 | -19 | 2 | -6 | -3
43 | COC(=O)c1ccc(NC(=O)CCN2C(=O)NC(C)(C)C2=O)cc1 | -12 | 4 | 1.2 | -1.2 | -10 | 0 | -6 | 3
44 | CCCCn1cnc2c(c(CC#N)nn2-c2ccccc2)c1=N | -11 | 8 | nt | -0.7 | 0 | 0 | nt | -1
45 | COc1cc(C(c2c(C)[nH][nH]c2=O)c2c(C)[nH][nH]c2=O)cc(Cl)c1O | -4 | 5 | 0.85 | 0.6 | 28 | 0 | 11 | 0
46 | C=CCn1c(COc2ccccc2)nnc1SC(C)C(=O)N/N=C/c1cc(Cl)ccc1O (stereo not given) | 16 | -94 | 1.1 | 1.9 | -45 | -4 | 1 | -36
47 | O=C(O)CCC(=O)Nc1ccc(-c2csc(Nc3cccc4ccccc34)n2)cc1 | 30 | -174 | 1 | 0.7 | 2 | 0 | 21 | 0
48 | Cc1c(/C(O)=C2\C(=O)C(=O)N(CCCN(C)C)C2c2ccco2)cnn1-c1ccccc1 (stereo not given) | 5 | 20 | nt | 0.5 | -12 | -1 | nt | 2
49 | COc1ccc(C(=O)NCC(=O)OCC(=O)c2cc(OC)c(OC)c(OC)c2)cc1OC | 3 | -9 | 1.5 | 0.4 | 11 | 0 | -14 | -2
50 | COc1cccc(NC(=O)Nc2nnc(N3CCCCC3C)s2)c1 (stereo not given) | 13 | 7 | 1 | 0.5 | -3 | -12 | -22 | 3
51 | OCC[C@@H]1C[C@H](O)[C@@H](O)[C@]2(CCCc3ccccc3O2)O1 | 7 | 13 | 0.96 | -0.3 | 0 | 1 | -6 | 3
52 | COc1ccc(N(C(=O)c2ccco2)C(C(=O)NC2CCCC2)c2ccncc2)cc1OC (stereo not given) | -1 | 10 | 1.1 | 0.2 | 37 | 5 | -8 | -1
53 | COc1ccc(C2C(C#N)=C(N)OC3=C2C(=O)CCC3)cc1OC (stereo not given) | 1 | 5 | 0.93 | -0.6 | -13 | 0 | 4 | -14
54 | CC(C)(C)n1cnc2cc(NC(=O)c3ccco3)ccc21 | -1 | 14 | 1.1 | -0.4 | -3 | 0 | -22 | 1
55 | NS(=O)(=O)c1ccc(NC(=S)NCc2ccc3c(c2)OCO3)cc1 | 10 | 9 | 0.96 | 0.8 | 6 | -8 | -4 | 1
56 | O=C(O)CC(NC(=O)OCc1ccccc1)c1ccc(Br)cc1 (stereo not given) | -9 | 10 | 1.1 | 0.3 | -8 | -1 | -15 | 1
57 | COc1ccc(C(=O)Nc2ccc(NC(=O)C3CCCCC3)nc2)cc1 | -2 | 4 | 1.1 | 0.4 | -15 | -15 | -32 | -1

Eleven entries from above, sorted by molar mass, lowest first:
no. | Structure | ATG4B inh | SENP8 block | hIAP activ | MPTP block | PfGluPho inh | NR3A LBD binder | SENP6 inh | SENP1 FRET inh
54 | CC(C)(C)n1cnc2cc(NC(=O)c3ccco3)ccc21 | -1 | 14 | 1.1 | -0.4 | -3 | 0 | -22 | 1
51 | OCC[C@@H]1C[C@H](O)[C@@H](O)[C@]2(CCCc3ccccc3O2)O1 | 7 | 13 | 0.96 | -0.3 | 0 | 1 | -6 | 3
53 | COc1ccc(C2C(C#N)=C(N)OC3=C2C(=O)CCC3)cc1OC (stereo not given) | 1 | 5 | 0.93 | -0.6 | -13 | 0 | 4 | -14
50 | COc1cccc(NC(=O)Nc2nnc(N3CCCCC3C)s2)c1 (stereo not given) | 13 | 7 | 1 | 0.5 | -3 | -12 | -22 | 3
57 | COc1ccc(C(=O)Nc2ccc(NC(=O)C3CCCCC3)nc2)cc1 | -2 | 4 | 1.1 | 0.4 | -15 | -15 | -32 | -1
55 | NS(=O)(=O)c1ccc(NC(=S)NCc2ccc3c(c2)OCO3)cc1 | 10 | 9 | 0.96 | 0.8 | 6 | -8 | -4 | 1
56 | O=C(O)CC(NC(=O)OCc1ccccc1)c1ccc(Br)cc1 (stereo not given) | -9 | 10 | 1.1 | 0.3 | -8 | -1 | -15 | 1
48 | Cc1c(/C(O)=C2\C(=O)C(=O)N(CCCN(C)C)C2c2ccco2)cnn1-c1ccccc1 (stereo not given) | 5 | 20 | nt | 0.5 | -12 | -1 | nt | 2
49 | COc1ccc(C(=O)NCC(=O)OCC(=O)c2cc(OC)c(OC)c(OC)c2)cc1OC | 3 | -9 | 1.5 | 0.4 | 11 | 0 | -14 | -2
52 | COc1ccc(N(C(=O)c2ccco2)C(C(=O)NC2CCCC2)c2ccncc2)cc1OC (stereo not given) | -1 | 10 | 1.1 | 0.2 | 37 | 5 | -8 | -1
46 | C=CCn1c(COc2ccccc2)nnc1SC(C)C(=O)N/N=C/c1cc(Cl)ccc1O (stereo not given) | 16 | -94 | 1.1 | 1.9 | -45 | -4 | 1 | -36
